ssDAF-12 act: activators of S. stercoralis DAF-12 nuclear receptor. HEK293 ssDAF-12/GRIP1 lit1-tk-luc reporter, luminescence; % of 3 µM dafachronic acid response. activation, % at 6.8 µM. 370,000 tested, 1% active. AID 652126;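 active = activation above the mean over all tested compounds plus 3 SD, cut at about 0.9% in these data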;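 note: 0% = DMSO-only wells and 100% = 3 µM delta7-dafachronic acid wells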
hcDAF-12 act: activators of H. contortus DAF-12 nuclear receptor | HEK293 hcDAF-12 lit1-tk-luc reporter, luminescence; 0% DMSO, 100% Δ7-dafachronic acid | activation, % at 6.8 µM | 370,000 tested, 1.4% active | AID 652067;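 active = activation above the mean of all tested compounds plus 3 SD, cut at about 5.5% in these data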;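 note: 100% = response to 3 µM Δ7-dafachronic acid high control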
HGIII-sPLA2 inh: Inhibits HGIII-sPLA2 liposome hydrolysis, primary screen; Q9NZ20; QFRET BODIPY PC-A2 liposome hydrolysis, fluorescence; inhibition, % at 12.2 µM; 370,000 tested, 0.56% active;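 active = inhibition above mean plus 3 SD of compounds lying within the high and low control bounds, cut at about 19% in these data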;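 note: 0% = median of test compound wells and 100% = no enzyme DMSO wells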
GC-A act: GC-A (human) enzyme activation; P16066; HEK293 GC-A cells, cGMP TR-FRET, EC30 ANP; 0% at EC30 ANP, 100% saturating ANP; 370,000 tested, 0.14% active; activation, % at 10 µM; in the data active = activation above about 40%
FXN GAA850 act: frataxin GAA850 promoter activation; activation, % at 6 µM; AID 540364; 360,000 tested, 0.56% active; HEK293 lucGAA850 FXN promoter luciferase reporter, 24 h; percent of 10 µM SAHA response;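 active = activation above the average of all compounds screened plus 3 SD, cutoff fixed separately per campaign, cut at about 7.5% in these data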;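 note: 0% = DMSO wells and 100% = 10 µM SAHA wells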
DAX1 inh-1: inhibits human nuclear receptor DAX1. HEK293 Gal4-DAX1 luciferase reporter, luminescence. inhibition, % at 6.75 µM. 340,000 tested, 0.99% active. AID 504766;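 active = inhibition above the mean over all tested compounds plus 3 SD, cut at about 4.2% in these data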;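 note: 0% = DAX1-transfected cells with DMSO and 100% = empty-vector control cells with DMSO; inhibition shows as a rise in luminescence from relieved DAX1 repression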
SMARCA2 activ: SMARCA2 function activation, primary screen; AID 652017; MG213 cells, MMTV-luciferase reporter, dexamethasone, overnight; 370,000 tested, 1% active; activation, % at 9.1 µM; in the data active = activation above about 7.8%;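 note: 0% = vehicle wells and 100% = reference activator wells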
hgDAF12 agonist: agonists of H. glycines DAF-12 nuclear receptor; activation, % at 6.8 µM; HEK293 GAL4-hgDAF12 UAS-luciferase reporter, agonist luminescence; normalized to butyrate control; 370,000 tested, 1.8% active; AID 687014;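 active = activation above a cutoff set at the mean of all screened compounds plus 3 SD, cut at about 10% in these data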;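 note: 0% = DMSO wells and 100% = sodium butyrate wells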
DAX1 inh-2: blocks DAX1 repression of SF-1 activated StAR promoter. HEK293T StAR-luciferase reporter, SF-1/DAX-1 repression relief. inhibition, % at 6.8 µM. 370,000 tested, 1.1% active. AID 652010;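 active = inhibition above the mean over all tested compounds plus 3 SD, cut at about 3.6% in these data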;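 note: 0% = DAX-1 cells with DMSO and 100% = cells lacking DAX-1 with DMSO; higher inhibition means more luminescence from relief of DAX-1 repression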
proKLK7 act: proKLK7 (human) activation, primary screen. AID 652039. purified proKLK7, EDANS-DABCYL substrate fluorescence; 100% is mature enzyme control, 0% vehicle. activation, % at 7 µM. 370,000 tested, 0.9% active;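 active = activation above the mean of all tested compounds plus 3 SD, computed per campaign excluding outliers beyond control limits, cut at about 13% in these data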
NPR2 activator: GC-B (human) receptor activation; AID 1920062; activation, % at 10 µM; 370,000 tested, 0.11% active; HEK293-GC-B cells, CNP EC30, cGMP TR-FRET; 0% at EC30 CNP, 100% saturating CNP; P20594;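 active = activation at 10 µM reaching about 35% in either raw or pattern-adjusted values, limit read from the data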
Target sequence (P20594 whole entry, looked up): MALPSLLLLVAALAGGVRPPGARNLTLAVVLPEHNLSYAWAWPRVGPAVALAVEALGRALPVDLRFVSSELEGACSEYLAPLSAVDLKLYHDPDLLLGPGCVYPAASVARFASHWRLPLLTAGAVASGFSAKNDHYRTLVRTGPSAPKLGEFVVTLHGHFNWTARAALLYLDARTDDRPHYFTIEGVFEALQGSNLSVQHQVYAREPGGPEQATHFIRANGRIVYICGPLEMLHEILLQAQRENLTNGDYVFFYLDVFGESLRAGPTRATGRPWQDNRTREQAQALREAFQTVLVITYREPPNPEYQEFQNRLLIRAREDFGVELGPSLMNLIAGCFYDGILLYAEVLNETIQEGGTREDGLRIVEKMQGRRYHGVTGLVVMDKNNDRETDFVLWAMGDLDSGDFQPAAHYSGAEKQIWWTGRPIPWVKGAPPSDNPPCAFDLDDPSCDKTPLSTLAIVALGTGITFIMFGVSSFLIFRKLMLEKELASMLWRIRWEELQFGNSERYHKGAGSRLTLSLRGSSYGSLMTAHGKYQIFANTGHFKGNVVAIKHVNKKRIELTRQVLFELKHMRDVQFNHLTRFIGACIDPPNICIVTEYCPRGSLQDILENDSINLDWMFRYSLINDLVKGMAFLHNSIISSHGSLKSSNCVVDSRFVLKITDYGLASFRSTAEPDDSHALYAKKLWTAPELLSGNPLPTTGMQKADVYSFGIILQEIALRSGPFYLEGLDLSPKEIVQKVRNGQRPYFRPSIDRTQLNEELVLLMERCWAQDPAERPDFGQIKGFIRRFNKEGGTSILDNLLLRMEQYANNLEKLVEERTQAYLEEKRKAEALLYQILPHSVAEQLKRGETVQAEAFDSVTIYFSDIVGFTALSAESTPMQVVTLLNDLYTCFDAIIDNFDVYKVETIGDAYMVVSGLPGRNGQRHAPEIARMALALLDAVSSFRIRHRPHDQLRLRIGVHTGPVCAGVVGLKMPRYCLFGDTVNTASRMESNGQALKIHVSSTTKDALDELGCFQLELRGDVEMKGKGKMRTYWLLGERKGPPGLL
An asterisk follows results filed as active; . = not tested or not shown.

SMILES	HGIII-sPLA2 inh	ssDAF-12 act	DAX1 inh-1	hcDAF-12 act	FXN GAA850 act	SMARCA2 activ	DAX1 inh-2	hgDAF12 agonist	GC-A act	NPR2 activator	proKLK7 act
COc1cc(C(=O)Nc2ccn(C)n2)ccc1OC(F)F	7	-0.8	0.3	-1.6	4.0	2	0.7	6.0	5	0	0.5
COc1ccc(/C(N)=N/OC(=O)CCc2ccccc2)cc1OC	-9	-1.4	0.2	-1.9	5.0	3	-0.3	2.5	2	4	0.1
Cc1cccc(/C=N/NC(=O)c2ccc(NC(=O)c3ccccc3Cl)cc2)n1	3	-1.5	0.1	-0.4	1.5	-1	-0.1	-1.6	4	-1	0.4
CCc1ccc(S(=O)(=O)/N=C2\C=C(Nc3cccc(C(=O)O)c3)C(=O)c3ccccc32)cc1	-5	0.2	-1.6	0.3	-0.7	-7	-1.0	0.2	-5	-5	0.3
Cc1c(Cc2ccc3c(c2)OCO3)sc(NC(=O)c2ccc3ccccc3c2)c1C(N)=O	4	-0.9	.	3.5	1.1	2	0.5	-1.4	3	5	-0.6
Cn1c(=O)c2sccc2n2c(CCCC(=O)NCc3cccnc3)nnc12	7	-1.0	0.4	-0.3	1.7	0	-0.1	2.3	10	2	0.0
O=C(Nc1ccccc1-c1ccccc1)C12CC3CC(CC(C3)C1)C2	5	-1.0	1.1	1.5	1.2	5	-0.1	-0.2	-3	-9	0.3
COC(=O)c1ccc(C2c3c(oc4ccccc4c3=O)C(=O)N2CCCN2CCOCC2)cc1 (stereo not given)	-8	-0.6	-0.5	-2.5	1.1	-3	0.6	-3.3	15	5	0.7
Cc1cc(C)cc(N(CC(=O)NC2CCCC2)C(=O)C2(C)CC(=O)N=C3C=CC=CN32)c1 (stereo not given)	-4	-0.8	1.7	-0.9	-0.1	-1	0.5	0.7	7	6	0.4
O=c1cc(-c2ccc3c(c2)OCO3)oc2ccccc12	3	-1.0	2.0	5.0	5.3	18*	2.0	3.1	5	5	6.2
Cc1ccc(-c2csc(NC(=O)c3ccc(C)o3)n2)cc1	-13	-0.9	2.7	-1.2	0.9	3	0.0	1.3	-3	-5	0.3
CC(=O)OCC1=C(C(=O)O)N2C(=O)C(NC(=O)c3ccc(COc4cccc(Cl)c4Cl)o3)C2SC1 (stereo not given)	-7	-1.9	-0.6	-0.4	-1.6	-4	1.4	-5.7	0	-4	0.3
CCOC(=O)C1CCN(C(=O)c2cccc(S(=O)(=O)N3c4ccccc4CC3C)c2)CC1 (stereo not given)	0	-0.4	-0.1	-0.1	0.3	7	1.8	-0.4	0	5	0.7
O=C(OCC(=O)N1CCCC1)c1cnc(Cl)c(Cl)c1	3	-1.1	-1.3	0.5	0.0	0	-0.5	3.4	4	1	0.2
Cc1ccc2cc(CCNC(=O)c3ccc(S(=O)(=O)N4CCOCC4)cc3)c(=O)[nH]c2c1	3	-1.2	-0.4	-1.2	-1.4	-2	-1.0	0.1	1	1	-0.1
CC(=O)c1cccc(NC(=O)C(C)OC(=O)c2ccc(Br)o2)c1 (stereo not given)	-13	-0.6	-0.1	-0.9	-3.0	-4	2.2	2.5	8	-1	0.1
Cc1cc(-c2nnc3n2N=C(c2ccc(F)cc2)CS3)n[nH]1	-3	-1.1	3.5	-0.5	2.3	-1	-0.1	-3.1	2	-4	-0.2
CCOc1cc(S(=O)(=O)NCc2ccc3c(c2)OCO3)c(C)cc1C	-20	-1.5	-1.1	1.0	-1.2	-2	0.0	-1.5	-6	-9	-0.3
Cc1cc(C)cc(Nc2ccc3nonc3c2[N+](=O)[O-])c1	-2	-1.5	1.5	2.7	1.3	-4	-0.2	0.8	-2	5	-0.4
CC1CCCCN1C(=O)CN1C(=O)CSc2ccc(S(=O)(=O)N3CCOCC3)cc21 (stereo not given)	8	-1.4	0.2	0.3	1.5	0	-0.1	0.3	4	4	0.6
Fc1ccc(Nc2nc(-c3ccncc3)nc3ccccc23)cc1	10	-1.1	-0.3	0.1	2.1	-4	0.0	-2.2	18	9	-0.3
COc1ccc(NC(=O)CCC(=O)Nc2nnc(CC(C)C)s2)cc1Cl	-2	-1.1	0.5	0.6	0.5	0	-0.1	-0.6	-3	-3	0.4
CC(C)C[C@H](NC(=O)c1nc[nH]c1C(=O)NCCNC(=O)OC(C)(C)C)C(=O)CNCCNC(=O)c1[nH]cnc1C(=O)N[C@@H](C)C(=O)OC(C)(C)C	-32	-1.2	1.4	-0.3	-0.3	-1	0.3	-1.0	0	-1	-0.5
O=C(CCc1ccccc1)N1CCCC(Nc2ccc(F)cc2)C1 (stereo not given)	-7	-0.1	0.0	-0.6	-0.7	-2	0.3	0.2	-3	1	-0.1
COc1ccc2c(c1)Sc1ccccc1N2	16	-1.6	-0.9	-0.1	0.7	-4	-3.7	1.6	-9	-4	0.2
CSC[C@@H]1NC(=S)N(c2ccc(C)cc2)C1=O	11	-0.9	2.0	-1.6	2.6	-4	-0.4	-3.6	-8	0	-0.5
COC(=O)c1ccc(CSc2nnnn2C)o1	-2	-0.8	0.4	-1.0	3.2	-5	0.0	1.9	-2	1	-0.9
Cn1c(CCNC(=O)c2ccc(F)cc2)nc2ccccc21	-2	-1.2	0.4	-0.5	-0.6	-3	-0.5	1.4	-3	-2	0.4
CCN(CC(=O)NCc1cccs1)C(=O)c1ccc(S(=O)(=O)N(CC)c2ccccc2)cc1	-6	-1.1	0.3	-1.2	-0.1	-1	1.0	-3.6	0	2	-0.6
CCOC(=O)C1=CN(Cc2cccc(-c3ccc4c(c3)OCO4)c2)S(=O)(=O)N(C)C1C (stereo not given)	-11	-0.8	-0.9	-0.4	0.3	-2	-0.5	-3.2	1	1	0.3
COc1ccc(CCNC(=O)c2cccc(C(=O)NCCc3ccc(OC)cc3)n2)cc1	-16	-1.6	0.4	-1.2	0.0	-2	-0.2	-3.2	-5	-3	0.3
Cc1cccc([C@@H](NC(=O)OC(C)(C)C)C(=O)OC(C)(C)C)c1	3	-1.1	0.8	-0.7	-0.8	0	-0.8	1.6	-1	-1	0.6
CCOC(=O)N1CCN(C(=O)CSc2nc(=O)n3cc(C)ccc3n2)CC1	2	-1.2	-0.2	-1.5	2.5	-2	-0.4	0.7	1	1	-0.1
CCCCN=c1sc(C(=O)OC)cc(=O)n1CCCC	-4	-1.3	1.6	-1.0	1.6	-2	0.4	-1.4	-4	-7	0.5
CN(C1CCCCC1)S(=O)(=O)c1ccc(NC(=O)Cn2nc(-c3ccc(F)cc3)ccc2=O)cc1	6	-1.1	-1.9	-1.6	-0.8	0	-0.3	1.3	-5	-5	0.3
COc1cc(/C=N/NC(=O)Cn2nnc3ccccc32)ccc1O	-1	-1.2	-0.7	-0.4	0.6	-3	-0.7	-1.3	2	1	-2.2
Nc1ccc2nc3c(=O)n(CCc4ccccc4)c(=O)[nH]c3nc2c1	-92	-1.1	.	-2.5	0.1	2	-0.6	-2.6	15	-4	-1.9
Cc1ccc(C)c(-n2c(-c3ccco3)n[nH]c2=S)c1	21*	-0.8	-1.9	0.2	0.8	-6	-0.1	0.3	6	5	-0.4
CC(C)[C@@H](C(=O)N[C@@H](CCc1ccc(O)cc1)C(=O)O)N(C)C(=O)[C@H](CO)NC(=O)[C@@H](O)[C@H](N)CCCCCCCCl	2	-1.9	.	1.1	-1.0	1	-2.2	-1.4	5	3	0.0
CCN1CCN(C(CNC(=O)c2ccc3c(c2)OCO3)c2cccnc2)CC1 (stereo not given)	4	-0.9	2.4	3.3	2.9	2	2.8	2.0	3	3	-0.4
Cc1cccc(C)c1NC(=O)c1cc(-c2ccccn2)nc2ccccc12	1	-2.0	-0.7	-0.5	-1.3	-2	-1.9	-4.9	1	0	-0.2
CCOC(=O)c1sc(NC(=O)C2CC2)cc1C	3	-1.3	-0.4	-3.4	1.6	-3	-1.1	8.5	-4	0	-0.5
O=C(N=C1SC2CS(=O)(=O)CC2N1c1ccc(Br)cc1)C1CCCO1 (stereo not given)	1	-0.7	1.3	0.1	0.3	-1	2.9	0.4	-7	-5	0.0
COc1cc(C(=S)N2CCOCC2)cc(OC)c1OC	2	-1.9	3.9	-1.1	-0.2	1	0.9	-3.0	2	4	0.8
O=C(NCCCn1ccnc1)/C(=C\c1cccnc1)NC(=O)c1ccco1	2	-1.7	2.1	0.2	0.4	-3	-0.9	-3.2	2	2	-0.3
CCOc1ccc(/C=N/NC(=O)c2[nH]c3ccc(C)cc3c2C)cc1	-11	-0.8	0.8	0.2	0.0	-4	-0.6	0.6	-1	1	-2.7
CC1CCc2sc(C(=O)NCc3ccc(F)cc3)cc2C1 (stereo not given)	-26	-1.3	0.4	0.5	-0.3	1	0.0	1.4	1	-5	-0.3
CCCNc1nc2ccccc2c(=O)[nH]1	7	-1.1	-0.8	1.3	2.4	-4	0.4	-4.2	-1	-1	0.1
O=C(NN=C1CCCC1)c1cc(Cl)cc(Cl)c1O	7	-1.5	-0.1	-0.7	0.8	1	-0.1	1.1	3	3	18*
CCOC(=O)N1CCN(C(=O)c2ccccc2NC(C)=O)CC1	-5	-1.9	0.2	3.3	1.4	-3	1.4	0.2	3	3	0.1

Other structures:
SMILES	HGIII-sPLA2 inh	ssDAF-12 act	DAX1 inh-1	hcDAF-12 act	FXN GAA850 act	SMARCA2 activ	DAX1 inh-2	hgDAF12 agonist	GC-A act	NPR2 activator	proKLK7 act
COC(=O)c1ccc(NC(=O)C2CCN(C(=O)c3cc(OC)c(OC)c(OC)c3)CC2)cc1	0	-0.8	0.3	-0.7	-0.4	-6	0.3	1.0	-1	1	-0.2
CCCN(CCC)S(=O)(=O)c1ccc(C(=O)Nc2nc(-c3ccccc3)c(C(=O)OCC)s2)cc1	-1	-0.6	2.1	1.6	0.0	1	0.7	-1.2	-3	9	1.1
COc1ccc(-c2nc3ccc(C)cn3c2CC(C)(C)C)cc1OC	-2	0.1	.	-0.7	.	1	0.5	3.5	-4	-5	0.7
CCCN1C(=O)/C(=C/c2ccc(N3CCCC3)c(C)c2)NC1=S	-18	-0.8	-1.7	-3.0	-0.1	-1	-1.1	2.0	7	10	0.1
Cc1ccc(CNC(=O)c2ccccc2NC(=O)C2=CSCCO2)cc1	0	-1.3	-0.3	1.1	-2.7	-1	-0.8	-0.6	-1	1	-0.1
Cc1cccc(NC(=S)NNc2cccc(Cl)c2)c1	10	1.0*	-0.7	3.3	-2.6	-1	-0.2	1.3	-2	2	-0.5
COc1cccc(C(=O)Nc2ccc(F)cc2F)c1	-2	-0.8	0.6	1.2	-0.3	2	1.4	6.5	3	2	-0.1

Compound activity deposited in PubChem by several laboratories.

Rows were taken by chance. About 6.7% of those tested had a hit in this group.
